Assay outcomes: PubChem BioAssay, Sanford-Burnham Center for Chemical Genomics
mIAP activ: activators of mouse IAP, primary screen, biochemical, luminescence, uHTS; AID 2805, 2010; activation factor at 10 µM; muIAP, CDP-Star luminescence, 30 min; active compounds read high; 1 = vehicle-only enzyme signal, 0 = enzyme-free wells; hit rate 0.24% among 330,000; intestinal alkaline phosphatase [Mus musculus];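 active means activation factor of at least 2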; further: the source names both 10 and 20 µM as test concentration; values of inactives mirror those of a sister screen read the other way
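Assay system: mouse IAP enzyme; Reagent: CDP-Star chemiluminescent phosphatase substrate; Compound: DMSO-dissolved test compounds; Incubation: 30 min, room temperature; Technique: luminescence from enzymatic CDP-Star hydrolysis; Controls: DMSO-only wells and no-enzyme negative control.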
TIM10 inh: growth inhibitors of isogenic TIM10 control yeast, primary screen, counter-screen for tim10-1 yeast inhibitor project, luminescence, uHTS; S. cerevisiae TIM10 strain growth, BacTiter-Glo luminescence, 24 h; inhibition, % at 10 µM; hit rate 1.4% among 330,000;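 active means inhibition of 40% or more at the single tested concentration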;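 further: wild-type TIM10 isogenic control strain grown at permissive 25 °C; 0% = DMSO yeast wells and 100% = minimal medium wells without yeast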
ATG4B inhibitor: ATG4B protease inhibitors, primary screen, biochemical, fluorescence, uHTS; inhibition, % at 8.33 µM; AID 504462, 2011; hit rate 0.51% among 340,000; Cysteine protease ATG4B (Homo sapiens), Q9Y4P1; ATG4B cleavage of LC3-PLA2, NBD-HPC fluorescence, 1 h; in the data active means inhibition above about 40%
mIAP block: inhibitors of mouse IAP, primary screen, biochemical, luminescence, uHTS | hit rate 0.2% among 330,000 | purified mouse IAP, CDP-Star luminescence, 30 min | inhibition, % at 10 µM;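 active means inhibition of at least 40% at 10 µM in the primary screen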;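 further: plate controls were DMSO with enzyme for no effect and no enzyme wells for full effect; values of inactives mirror those of a sister screen read the other way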
hIAP activ: human IAP activators, primary screen, biochemical, luminescence, uHTS. Intestinal-type alkaline phosphatase (Homo sapiens), P09923. purified human IAP, CDP-Star luminescence, 30 min; active compounds read high; 1 = vehicle-only enzyme, 0 = enzyme-free background. activation factor at 10 µM. hit rate 0.16% among 330,000. AID 2524, 2010;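 active means activation factor of the enzyme at least 2-fold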; further: the source names both 10 and 20 µM as test concentration; values of inactives mirror those of a sister screen read the other way
hIAP inh: human IAP inhibitors, primary screen, biochemical, luminescence, uHTS; Intestinal-type alkaline phosphatase (Homo sapiens), P09923; purified IAP, CDP-Star luminescence, 30 min; inhibition, % at 10 µM; hit rate 0.12% among 330,000;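 active means inhibition reaching a set limit with compound at 10 µM in the primary screen, cut at about 35% in these data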;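 further: plate controls were DMSO wells with enzyme for no effect and no-enzyme buffer wells for full effect; values of inactives mirror those of a sister screen read the other way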
tim10-1 inh: growth inhibitors of tim10-1 mutant yeast, primary screen, luminescence, uHTS. hit rate 2.2% among 330,000. inhibition, % at 20 µM. AID 463190, 2010. S. cerevisiae tim10-1 ts strain growth, BacTiter-Glo, 24 h;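 active means inhibition of at least 40%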;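 further: mutant grown at 25 °C; 0% = DMSO wells with yeast and 100% = wells holding no yeast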
Apaf1 inhib: inhibitors of human Apaf-1 apoptosome, primary screen, biochemical, DEVD-Rh110 fluorescence, uHTS. Apoptotic protease-activating factor 1 (Homo sapiens), O14727. reconstituted apoptosome caspase-3 activity. inhibition, % at 20 µM. hit rate 0.71% among 330,000; active means inhibition of at least 40% at 20 µM;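 further: plate controls were DMSO wells for no effect and DEVD-CHO caspase inhibitor wells for full effect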
Target sequence (O14727 whole entry, looked up): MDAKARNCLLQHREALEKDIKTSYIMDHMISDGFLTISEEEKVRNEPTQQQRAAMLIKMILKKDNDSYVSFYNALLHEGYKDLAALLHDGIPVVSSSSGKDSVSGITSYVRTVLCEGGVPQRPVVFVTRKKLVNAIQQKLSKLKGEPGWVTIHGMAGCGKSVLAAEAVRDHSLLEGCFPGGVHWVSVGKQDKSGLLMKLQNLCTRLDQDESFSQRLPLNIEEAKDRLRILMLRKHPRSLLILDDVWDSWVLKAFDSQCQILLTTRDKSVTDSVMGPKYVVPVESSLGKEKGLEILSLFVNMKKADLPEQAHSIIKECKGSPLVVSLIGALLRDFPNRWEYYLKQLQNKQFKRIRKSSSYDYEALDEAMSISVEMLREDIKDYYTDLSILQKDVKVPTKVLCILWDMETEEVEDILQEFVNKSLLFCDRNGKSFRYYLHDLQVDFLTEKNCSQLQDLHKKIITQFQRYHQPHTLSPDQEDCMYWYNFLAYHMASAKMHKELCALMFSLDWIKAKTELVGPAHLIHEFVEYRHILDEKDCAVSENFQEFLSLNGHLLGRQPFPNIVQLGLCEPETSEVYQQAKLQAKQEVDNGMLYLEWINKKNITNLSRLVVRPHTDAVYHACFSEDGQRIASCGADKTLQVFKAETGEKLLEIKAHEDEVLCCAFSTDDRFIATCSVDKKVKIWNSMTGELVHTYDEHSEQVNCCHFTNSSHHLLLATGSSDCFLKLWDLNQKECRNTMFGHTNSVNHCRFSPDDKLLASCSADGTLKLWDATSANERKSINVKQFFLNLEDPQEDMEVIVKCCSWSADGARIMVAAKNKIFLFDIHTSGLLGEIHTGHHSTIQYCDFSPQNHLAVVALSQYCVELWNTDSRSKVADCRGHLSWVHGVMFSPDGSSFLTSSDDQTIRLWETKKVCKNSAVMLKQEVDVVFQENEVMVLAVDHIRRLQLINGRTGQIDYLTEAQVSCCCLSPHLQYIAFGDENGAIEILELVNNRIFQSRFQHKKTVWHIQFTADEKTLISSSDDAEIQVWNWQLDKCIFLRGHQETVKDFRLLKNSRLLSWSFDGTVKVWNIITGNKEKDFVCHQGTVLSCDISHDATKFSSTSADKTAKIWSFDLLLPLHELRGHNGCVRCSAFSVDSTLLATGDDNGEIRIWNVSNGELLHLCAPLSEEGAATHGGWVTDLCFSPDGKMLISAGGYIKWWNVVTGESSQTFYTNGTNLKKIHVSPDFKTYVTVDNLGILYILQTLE
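detection = Rh110 fluorescence intensity | test system = biochemical Apaf-1 apoptosome reconstitution | also added = cytochrome c and DEVD-Rh110 substrate | schedule = 30 min plus 50 min, RT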
NALP3 yeast inh: NALP3 inflammasome inhibitors in reconstituted yeast, primary screen, luminescence, uHTS; Yeast reconstituted NLRP3/ASC/caspase-1, beta-gal luminescence, 24 h; inhibition, % at 10 µM; hit rate 0.39% among 330,000; AID 2825, 2010;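 active means inhibition of 50% or more; inactive means inhibition below 50%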;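 further: plate controls were induced DMSO wells for no effect and uninduced yeast grown without galactose for full effect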
* marks the source's active call; other numbers are inactive results.

What do the screens show for `C/C(=N\OCC(=O)NCC(F)(F)F)c1cc2ccccc2o1`?
mIAP activ: 0.89; TIM10 inh: -1; ATG4B inhibitor: 9; mIAP block: 12; hIAP activ: 1.1; hIAP inh: -6; tim10-1 inh: 16; Apaf1 inhib: -2; NALP3 yeast inh: 12

How did CCOC(=O)/C(=C\c1c[nH]c2ccccc12)NC(C)=O do in these assays?
mIAP activ: 1; TIM10 inh: 13; ATG4B inhibitor: 6; mIAP block: -3; hIAP activ: 1.1; hIAP inh: -5; tim10-1 inh: 2; Apaf1 inhib: -13; NALP3 yeast inh: -10

How did C[C@H]1CN([C@@H](C)CO)C(=O)Cc2cc(NC(=O)Cc3cn(C)c4ccccc34)ccc2O[C@@H]1CN(C)S(=O)(=O)c1cn(C)cn1 do in these assays?
mIAP activ: 1; TIM10 inh: 0; mIAP block: -3; hIAP activ: 1.1; hIAP inh: -10; tim10-1 inh: -3; Apaf1 inhib: -11; NALP3 yeast inh: 6

Results for CC1CCCN(CC(O)COC(c2ccccc2)c2ccccc2)C1 (centres undefined) ?
mIAP activ: 0.94; TIM10 inh: 3; ATG4B inhibitor: 9; mIAP block: 6; hIAP activ: 1.2; hIAP inh: -17; tim10-1 inh: 10; Apaf1 inhib: 3; NALP3 yeast inh: 11

How did Cc1ccc(-n2nnnc2SCC(=O)c2c(N)n(C3CC3)c(=O)[nH]c2=O)cc1C do in these assays?
mIAP activ: 0.86; TIM10 inh: -14; ATG4B inhibitor: 4; mIAP block: 14; hIAP activ: 1.2; hIAP inh: -17; tim10-1 inh: -12; Apaf1 inhib: -1; NALP3 yeast inh: 14

How did CCC(C)(C(=O)NC1CCCC1)N(C(=O)CC1NC(=O)NC1=O)c1ccc(C)cc1 (centres undefined) do in these assays?
mIAP activ: 0.91; TIM10 inh: 4; ATG4B inhibitor: -6; mIAP block: 9; hIAP activ: 1; hIAP inh: -5; tim10-1 inh: 0; Apaf1 inhib: 5; NALP3 yeast inh: 6

How did CC(=O)c1cccc(NC(=O)c2cc(C)nn2-c2ccccc2)c1 do in these assays?
mIAP activ: 0.93; TIM10 inh: 21; ATG4B inhibitor: 1; mIAP block: 7; hIAP activ: 1; hIAP inh: -2; tim10-1 inh: 16; Apaf1 inhib: 1; NALP3 yeast inh: 16

Results for Cn1c(SCC(=O)Nc2nncs2)nnc1C1CC1 ?
mIAP activ: 0.99; TIM10 inh: 5; ATG4B inhibitor: 0; mIAP block: 1; hIAP activ: 1.1; hIAP inh: -13; tim10-1 inh: -5; Apaf1 inhib: 2; NALP3 yeast inh: 5

How did CCOC(=O)C1(Cc2ccc(Cl)cc2)CCN(C(=O)c2cnc(C)cn2)CC1 do in these assays?
mIAP activ: 1.1; TIM10 inh: 15; ATG4B inhibitor: -9; mIAP block: -9; hIAP activ: 1.1; hIAP inh: -7; tim10-1 inh: 11; Apaf1 inhib: -16; NALP3 yeast inh: 4

How did C/C(=N\NC(=O)CNc1cccc(C(F)(F)F)c1)c1cccc(Br)c1 do in these assays?
mIAP activ: 0.92; TIM10 inh: 17; ATG4B inhibitor: -7; mIAP block: 8; hIAP activ: 1.2; hIAP inh: -15; tim10-1 inh: 27; Apaf1 inhib: 27; NALP3 yeast inh: 10

Results for N#CC1=C(N)Oc2n[nH]c(-c3cccs3)c2C1C1C=CCCC1 (centres undefined) ?
mIAP activ: 1; TIM10 inh: -7; ATG4B inhibitor: -22; mIAP block: -1; hIAP activ: 1.1; hIAP inh: -6; tim10-1 inh: 29; Apaf1 inhib: 20; NALP3 yeast inh: 8

How did Cc1ccc(N=C2CCCCCN2C)c(C#N)c1 do in these assays?
mIAP activ: 1; TIM10 inh: 1; ATG4B inhibitor: -6; mIAP block: 0; hIAP activ: 0.82; hIAP inh: 18; tim10-1 inh: 2; Apaf1 inhib: 0; NALP3 yeast inh: 14

What do the screens show for `CCCCCC(O)CCC(=O)NNC1=CC(=O)CC(C)(C)C1` (centres undefined)?
mIAP activ: 0.93; TIM10 inh: 0; ATG4B inhibitor: 1; mIAP block: 7; hIAP activ: 1; hIAP inh: 0; tim10-1 inh: 7; Apaf1 inhib: -10; NALP3 yeast inh: 16

What do the screens show for `Cc1ccc(NC(=O)COC(=O)C2CSC3(C)CCC(=O)N23)cc1S(=O)(=O)N1CCOCC1` (centres undefined)?
mIAP activ: 1; TIM10 inh: -12; ATG4B inhibitor: -6; mIAP block: -4; hIAP activ: 1.1; hIAP inh: -11; tim10-1 inh: -1; Apaf1 inhib: 3; NALP3 yeast inh: 16

What do the screens show for `O=C(NC(CC(=O)N1CCCC(C(F)(F)F)C1)c1ccccc1)c1ccccc1Cl` (centres undefined)?
mIAP activ: 1; TIM10 inh: -1; ATG4B inhibitor: -3; mIAP block: 0; hIAP activ: 1.1; hIAP inh: -6; tim10-1 inh: 3; Apaf1 inhib: 0; NALP3 yeast inh: 13

What do the screens show for `CN(CC(=O)NCCc1ccccn1)S(=O)(=O)c1ccc(Cl)cc1`?
mIAP activ: 1.1; TIM10 inh: -5; ATG4B inhibitor: 4; mIAP block: -15; hIAP activ: 1.1; hIAP inh: -7; tim10-1 inh: 4; Apaf1 inhib: 1; NALP3 yeast inh: 6

What do the screens show for `CSCCC(NS(=O)(=O)c1ccc(Cl)cc1)C(=O)OCC(=O)c1c(C)[nH]c2ccccc12` (centres undefined)?
mIAP activ: 1; TIM10 inh: 20; ATG4B inhibitor: -17; mIAP block: -2; hIAP activ: 1.2; hIAP inh: -15; tim10-1 inh: 11; Apaf1 inhib: 16; NALP3 yeast inh: 19

How did Cn1c(C(=O)N2CCc3ccccc3C2)cc2oc3ccccc3c21 do in these assays?
mIAP activ: 1; TIM10 inh: 12; ATG4B inhibitor: 59*; mIAP block: -1; hIAP activ: 0.78; hIAP inh: 22; tim10-1 inh: 28; Apaf1 inhib: 28; NALP3 yeast inh: 22

What do the screens show for `COc1cc(C(=O)OCC(=O)N2CCCC2)cc2c1OCCO2`?
mIAP activ: 0.88; TIM10 inh: -1; ATG4B inhibitor: 0; mIAP block: 12; hIAP activ: 0.9; hIAP inh: 10; tim10-1 inh: 4; Apaf1 inhib: -7; NALP3 yeast inh: 20

Results for COc1cc(OC)c(C(=O)OCCCOC(=O)c2cc(OC)c(OC)cc2OC)cc1OC ?
mIAP activ: 0.98; TIM10 inh: -5; ATG4B inhibitor: 1; mIAP block: 2; hIAP activ: 1; hIAP inh: -2; tim10-1 inh: 1; Apaf1 inhib: -1; NALP3 yeast inh: 19

Results for O=C(NCC(O)COc1ccc([N+](=O)[O-])cc1)c1ccccc1 (centres undefined) ?
mIAP activ: 0.91; TIM10 inh: 5; ATG4B inhibitor: -3; mIAP block: 9; hIAP activ: 0.98; hIAP inh: 2; tim10-1 inh: -2; Apaf1 inhib: -3; NALP3 yeast inh: 8

How did C[C@@H]1CN([C@H](C)CO)C(=O)c2cc(NS(=O)(=O)c3cn(C)cn3)ccc2O[C@@H]1CN(C)S(C)(=O)=O do in these assays?
mIAP activ: 1.1; TIM10 inh: -5; ATG4B inhibitor: 10; mIAP block: -8; hIAP activ: 0.87; hIAP inh: 13; tim10-1 inh: -14; Apaf1 inhib: 10; NALP3 yeast inh: 12

What do the screens show for `CC(C)(C)OC(=O)NCCCC[C@H](NC(=O)c1[nH]cnc1C(=O)N[C@@H](Cc1ccccc1)C(=O)OC(C)(C)C)C(=O)OC(C)(C)C`?
mIAP activ: 0.94; TIM10 inh: 11; ATG4B inhibitor: -9; mIAP block: 6; hIAP activ: 1.3; hIAP inh: -33; tim10-1 inh: 11; Apaf1 inhib: 22; NALP3 yeast inh: 10

What do the screens show for `CCSc1nnc(NC(=O)C2(C)Cc3ccccc3C(=O)O2)s1` (centres undefined)?
mIAP activ: 0.92; TIM10 inh: 39; ATG4B inhibitor: 3; mIAP block: 8; hIAP activ: 0.89; hIAP inh: 11; tim10-1 inh: 35; Apaf1 inhib: -12; NALP3 yeast inh: -29

Two consecutive compounds out of the list so far, for reference:
What do the screens show for `CN(CC(=O)NCCc1ccccn1)S(=O)(=O)c1ccc(Cl)cc1`?
mIAP activ: 1.1; TIM10 inh: -5; ATG4B inhibitor: 4; mIAP block: -15; hIAP activ: 1.1; hIAP inh: -7; tim10-1 inh: 4; Apaf1 inhib: 1; NALP3 yeast inh: 6

What do the screens show for `CSCCC(NS(=O)(=O)c1ccc(Cl)cc1)C(=O)OCC(=O)c1c(C)[nH]c2ccccc12` (centres undefined)?
mIAP activ: 1; TIM10 inh: 20; ATG4B inhibitor: -17; mIAP block: -2; hIAP activ: 1.2; hIAP inh: -15; tim10-1 inh: 11; Apaf1 inhib: 16; NALP3 yeast inh: 19

(further entries)
What do the screens show for `Cc1cccc(-c2nc(CS(=O)CC(=O)N3CC(C)CC(C)C3)c(C)o2)c1` (centres undefined)?
mIAP activ: 0.99; TIM10 inh: 9; ATG4B inhibitor: 11; mIAP block: 1; hIAP activ: 1.3; hIAP inh: -31; tim10-1 inh: 27; Apaf1 inhib: -1; NALP3 yeast inh: -4

Results for N#C/C(=C\Nc1ccc2c(c1)OCCO2)C(=O)NCc1ccco1 ?
mIAP activ: 0.92; TIM10 inh: 39; ATG4B inhibitor: -2; mIAP block: 8; hIAP activ: 0.91; hIAP inh: 9; tim10-1 inh: 31; Apaf1 inhib: 1; NALP3 yeast inh: 17

What do the screens show for `O=C(O)CSC1CC(=O)N(c2ccc(Br)cc2)C1=O` (centres undefined)?
mIAP activ: 1.1; TIM10 inh: -4; ATG4B inhibitor: -5; mIAP block: -7; hIAP activ: 1.2; hIAP inh: -16; tim10-1 inh: 14; Apaf1 inhib: 7; NALP3 yeast inh: -3

What do the screens show for `CC(C)=C1C2CCC1C1C(=O)N(c3nc(-c4ccc(F)cc4)c(C)s3)C(=O)C21` (centres undefined)?
mIAP activ: 1; TIM10 inh: 23; ATG4B inhibitor: -14; mIAP block: -4; hIAP activ: 1.1; hIAP inh: -12; tim10-1 inh: 38; Apaf1 inhib: 33; NALP3 yeast inh: 5

Results for O=C(N/N=C/c1ccccn1)c1ccc(Br)o1 ?
mIAP activ: 0.96; TIM10 inh: 3; ATG4B inhibitor: 2; mIAP block: 4; hIAP activ: 1.4; hIAP inh: -45; tim10-1 inh: 18; Apaf1 inhib: 6; NALP3 yeast inh: 9

Results for Cc1ccc(Cl)cc1N1CCN(C(=O)CCCn2c(=O)c3cccn3c3cccnc32)CC1 ?
mIAP activ: 0.97; TIM10 inh: 20; ATG4B inhibitor: -3; mIAP block: 2; hIAP activ: 1.1; hIAP inh: -10; tim10-1 inh: 36; Apaf1 inhib: 21; NALP3 yeast inh: 17

How did Cc1csc(NC(=O)c2cc3c(s2)CCCCC3)n1 do in these assays?
mIAP activ: 0.99; TIM10 inh: 42*; ATG4B inhibitor: 8; mIAP block: 0; hIAP activ: 1.7; hIAP inh: -66; tim10-1 inh: 46*; Apaf1 inhib: 19; NALP3 yeast inh: -8

How did O=S(=O)(c1ccc2ccccc2c1)N1CCCCC1 do in these assays?
mIAP activ: 0.78; TIM10 inh: 13; ATG4B inhibitor: -4; mIAP block: 22; hIAP activ: 1.1; hIAP inh: -11; tim10-1 inh: 39; Apaf1 inhib: 4; NALP3 yeast inh: 5
